# Source: PubChem BioAssay (The Scripps Research Institute Molecular Screening Center)
# PAFAH1B3 FP inh – PAFAH1B3 (human) inhibition; AID 492972; Q15102; inhibition, % at 3.39 µM; recombinant PAFAH1B3, FP-rhodamine probe, fluorescence polarization; 340,000 compounds, 0.28% hits;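 active = inhibition above the screen-wide average of all tested compounds plus 3 SD, cut at about 25% in these data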;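 also: 0% = enzyme with DMSO only and 100% = wells lacking PAFAH1B3 protein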
# GSTO1 counter – GSTO1 inhibition, counter-screen for RBBP9 inhibitors | recombinant GSTO1, activity-based probe fluorescence polarization | P78417 | inhibition, % at 5.96 µM | 300,000 compounds, 1.1% hits;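 active = inhibition above the campaign mean inhibition plus 3 SD, cut at about 35% in these data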;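 also: 0% = GSTO1-1 with DMSO and 100% = wells lacking GSTO1-1 enzyme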
# ZTA counter – counter-screen for EBNA-1 inhibitors: inhibitors of Epstein-Barr virus ZTA; P03206; ZTA-DNA binding, fluorescence polarization; inhibition, % at 11 µM; 320,000 compounds, 0.15% hits; AID 2234; in the data active = inhibition above about 33%
# LYPLA1 inh – blocks human lysophospholipase 1, a PME1 counter-screen; recombinant LYPLA1, FP-Rh probe fluorescence polarization; inhibition, % at 5.9 µM; 320,000 compounds, 0.16% hits;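 active = inhibition above the mean of all tested compounds plus 3 SD, set per campaign, cut at about 14% in these data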;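 also: inhibitors block serine hydrolase probe labeling of LYPLA1 so polarization falls; 0% = enzyme with DMSO and 100% = wells lacking LYPLA1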
# PAFAH2 FP inh – PAFAH2 (human) inhibition; Q99487; recombinant PAFAH2, FP-rhodamine activity probe, fluorescence polarization; inhibition, % at 3.39 µM; 340,000 compounds, 0.99% hits; AID 492956;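 active = inhibition above the mean over all tested compounds plus 3 SD, cut at about 30% in these data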;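 also: inhibitors block probe labeling of enzyme so polarization drops; 0% = enzyme with DMSO and 100% = wells lacking PAFAH2 protein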
# PAD4 inh – PAD4 (human) enzyme inhibition. Q9UM07. 330,000 compounds, 0.41% hits. AID 485272. inhibition, % at 6.36 µM. recombinant PAD4, RCA probe fluorescence polarization;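 active = percent inhibition above a cutoff equal to the mean of all tested compounds plus 3 SD, cut at about 15% in these data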;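 also: 0% = PAD4 with RCA probe and DMSO and 100% = probe without PAD4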
# LYPLA2 counter – counter-screen for PME1 inhibitors: inhibitors of human LYPLA2; recombinant LYPLA2, FP-Rh probe fluorescence polarization; inhibition, % at 5.9 µM; 320,000 compounds, 0.38% hits; O95372; AID 2177;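 active = inhibition above the screen-wide mean plus 3 SD, limit set per campaign, cut at about 26% in these data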;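 also: 0% = LYPLA2 with DMSO and 100% = wells lacking LYPLA2 enzyme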
# EBNA-1 inhibitor – blocks EBNA-1 binding to DNA | 300,000 compounds, 0.34% hits | inhibition, % at 14.8 µM | EBNA-1 DNA binding, fluorescence polarization; in the data active = inhibition above about 28%
# PREPL inhibitor – inhibitors of human prolyl oligopeptidase-like enzyme PREPL; recombinant PREPL, fluorescence polarization activity-based probe; AID 2751; Q4J6C6; 320,000 compounds, 0.68% hits; inhibition, % at 5.96 µM; in the data active = inhibition above about 43%;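 also: 0% = enzyme with DMSO and 100% = wells lacking enzyme; many of its hits are not listed in these tables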
# * hit, by the source's call; . = no result given. The list is partial; rates above refer to the full screens.
SMILES,PAFAH1B3 FP inh,GSTO1 counter,ZTA counter,LYPLA1 inh,PAFAH2 FP inh,PAD4 inh,LYPLA2 counter,EBNA-1 inhibitor,PREPL inhibitor
O=C(Cn1c(=O)oc2ccccc21)Nc1ccc2c(c1)OCCO2,0.2,4.2,-0.8,3.5,2.0,1.0,6.6,-3.0,7.7
COc1ccc(-c2csc(NC(C)c3nc4cc(Cl)c(Cl)cc4n3CCCO)n2)cc1 (configuration not stated),-1.3,-8.2,-4.0,-4.5,-3.0,-1.1,-11.3,0.7,-0.8
CCO[C@H]1OC(C(=O)O)=C[C@@H](c2ccc(C(F)(F)F)cc2)[C@@H]1CCCO,15.6,2.0,4.9,-1.8,6.5,-1.6,-3.8,7.5,-5.0
Cc1ccn(C(=O)c2cc3ccccc3oc2=O)n1,.,3.0,9.0,-0.6,.,-2.3,16.0,1.3,16.3
COc1ccc2c(c1)C(=O)CCC2c1ccccc1 (configuration not stated),5.7,0.5,-7.5,2.1,-0.2,-1.4,6.7,3.4,1.5
Cc1ccc(C)c2[nH]c(=O)c(CCNC(=O)C(C)(C)C)cc12,11.7,-2.0,-8.2,1.4,0.1,2.1,2.7,-12.6,16.8
CCc1ccc(C2=NN(CCC(=O)NC3CCCCCC3)C(=O)CC2)cc1,8.9,4.5,-14.1,0.3,4.1,7.4,9.4,-1.6,16.9
CC1CC2=C(NC(=S)NC2c2ccc(F)cc2)/C(=C/c2ccc(F)cc2)C1 (configuration not stated),6.0,-12.8,1.7,-1.3,-2.8,-2.4,-0.8,0.3,18.1
CCCCn1c(N)c(N(CCOC)C(=O)c2ccc3c(c2)C(=O)N(c2cc(C)ccc2C)C3=O)c(=O)[nH]c1=O,-0.9,-1.7,-1.2,2.6,-0.8,-8.3,1.5,3.6,1.6
COc1cc2c(cc1OC)CC1(CCCCC1)N=C2,2.1,-10.9,14.7,0.4,-4.9,-0.2,-1.2,-1.5,4.5
Cc1ccc2sc(N(CCCN(C)C)C(=O)c3ccc(S(=O)(=O)N(C)C4CCCCC4)cc3)nc2c1C,6.4,4.6,-2.8,2.7,-0.8,-0.6,1.1,-4.6,52.5*
Cc1ccc2nc(SCC(=O)Nc3ccc4c(c3)OCO4)nc(=O)n2c1,11.8,4.2,-8.6,2.2,3.8,-6.4,4.1,-0.8,2.4
Cn1c2c(c(=O)n(C)c1=O)C(c1ccc(Br)cc1)Nc1ccccc1O2 (configuration not stated),4.0,0.2,17.3,-1.6,4.2,2.9,-0.8,1.6,-0.4
COc1ccccc1NC(=O)C1=C(C)Nc2nnnn2C1c1cc(Br)ccc1OC (configuration not stated),9.8,3.0,5.1,-6.2,-1.6,2.7,1.7,7.5,-14.8
O=S(=O)(c1ccc(Cl)cc1)N1CCN(C(=S)Nc2ccccc2F)CC1,-4.9,15.8,-6.1,-1.4,-3.3,-0.9,3.4,9.7,-4.4
CCOc1ccc(C(C(=O)NCC2CCCO2)N(Cc2cccs2)C(=O)c2snc(C(N)=O)c2N)cc1 (configuration not stated),6.5,3.0,-11.9,-1.4,-17.6,-3.3,-5.3,-10.6,7.5
CS(=O)(=O)N(CC(=O)N1CCOCC1)Cc1ccc(Cl)cc1,-1.7,-1.1,0.9,-0.7,-2.1,7.8,1.0,-3.7,23.3
O=c1oc(CCCO)cc2ccccc12,5.7,.,.,.,-15.1,4.5,.,.,3.0
CCCN(CC(=O)Nc1ccc(F)c(F)c1F)C(=O)C1=COCCO1,4.4,5.6,-10.8,2.0,-2.9,-2.5,4.6,-6.9,14.1
CNc1nc(NC#N)nc(SC)n1,2.0,-8.0,-0.4,-1.2,-7.6,-6.2,0.0,6.5,-6.5
CCCCOc1ccc(C(=O)Oc2ccc(C)nc2)cc1,-3.6,-4.7,-12.0,0.2,3.5,-2.4,17.1,2.4,30.2
CCn1nc(NS(=O)(=O)c2ccc(NC(C)=O)cc2)c2cc3ccccc3nc21,10.8,4.2,-10.7,-1.6,-7.6,-0.6,-6.8,-0.8,12.2
O=C(CCCn1c(=O)[nH]c2ccsc2c1=O)N1CCN(Cc2ccc3c(c2)OCO3)CC1,9.4,4.2,0.6,-0.9,-6.0,-5.6,9.9,-7.1,5.8
CC(C)(C)NC(=O)Cn1nnc(-c2ccccc2NC(=O)c2ccco2)n1,6.4,0.5,20.4,-1.6,-3.1,0.0,-2.1,6.0,-7.0
O=C(Nc1ccc(N2CCOCC2)cc1)C1CCN(C(=O)OCc2ccccc2)CC1,4.2,6.8,0.8,-1.1,3.7,0.4,-2.1,-3.6,16.2
Cc1cc(=O)oc2c(C)c(OCC(=O)N3CCC(C(=O)O)CC3)ccc12,1.4,-4.5,-1.1,0.0,2.1,3.2,-2.2,-10.8,-0.8
Cn1c(=O)c2c(nc(CN3CCOCC3)n2CCCc2ccccc2)n(C)c1=O,1.8,-4.5,-6.9,-1.3,-3.3,-0.8,2.5,-15.5,7.8
COc1ccc(NC(=O)N(C)C[C@H]2Oc3ccc(NC(=O)Cc4ccccc4)cc3C(=O)N([C@H](C)CO)C[C@@H]2C)cc1,6.7,.,.,.,8.7,-1.1,.,.,9.2
O=C(NCCN1C(=O)S/C(=C\c2ccc(Cl)cc2)C1=O)C1=COCCO1,11.3,.,.,.,0.2,4.0,.,.,20.8
Cn1nc(Cc2cccc3ccccc23)c(C#N)c1N,9.9,6.2,-1.4,-2.6,-0.7,3.9,1.4,13.1,5.5
O=C(Nc1ccccc1F)c1ccc2c(c1)OCO2,-0.1,-2.7,-11.0,-3.5,-4.7,-2.6,0.4,-13.2,16.3
Cc1ccccc1-n1c(O)c(/C=C/C=Nc2ccccc2)c(=O)[nH]c1=O,-74.2,-43.8,-7.2,-50.3,-67.9,4.4,-74.0,-1.9,-54.2
CCN(C(=O)CSc1cc(C)c2ccc(OC)cc2n1)C1CCS(=O)(=O)C1 (configuration not stated),3.7,-3.7,4.8,-0.8,-1.4,-0.5,1.1,-4.8,-17.7
COc1ccc(Cl)c(NCCC(=O)O)c1,-9.8,-3.2,4.2,-4.4,-0.3,-0.8,-3.4,-0.4,-10.9
O=C(CNS(=O)(=O)c1cccs1)N1CCCC1,3.9,2.3,1.2,-1.3,-0.4,-2.4,6.8,-1.3,2.4
Cc1cc(C)c(S(=O)(=O)ON2C(=O)c3ccccc3C2=O)cc1C,-1.4,6.1,4.2,-3.7,6.1,-15.9,-7.8,-2.3,-1.0
COc1ccc(NC(=O)c2ccc(S(=O)(=O)N3CCCCCC3)cc2)c(OC)c1,3.4,-7.7,10.3,1.8,5.0,-1.0,3.8,12.3,7.3
O=C(N/C(=C\c1ccc(Cl)cc1)C(=O)N1CCOCC1)c1ccco1,8.3,5.9,5.6,0.7,0.5,-2.4,-1.8,-14.6,5.8
S=c1[nH]nc(C2CC2c2ccc(Cl)cc2)n1-c1ccc(Cl)cc1 (configuration not stated),5.9,9.2,1.4,2.8,7.0,-4.7,6.9,5.4,-15.9
C=Cn1cc[n+](CC(=O)c2ccc(OC)cc2)c1,4.7,7.1,5.2,-0.1,-0.2,-0.2,2.5,-10.2,18.1
CC(=O)c1cc2c(cc1NC(=O)c1ccc(Cl)cc1)OCCO2,5.0,-1.5,-7.8,6.2,-7.7,3.7,1.3,-4.8,-1.4
CCC(=O)Oc1ccc(C(=O)Nc2cccc(C(=O)c3ccccc3)c2)cc1,8.9,-15.3,-9.9,-8.6,-4.2,2.6,-6.0,-1.8,3.4
CN(C)c1cccc(C(=O)NNC(=O)/C=C/c2cccs2)c1,10.4,.,22.6,-0.2,7.5,-2.3,6.4,.,18.5
Cc1cc(C)c(/C=C2\C(=O)Nc3ccccc32)[nH]1,-9.7,3.4,5.2,0.8,-12.7,-2.2,-4.3,12.9,10.0
CC12CCC(C/C1=N\OC(=O)c1c(F)cccc1F)C2(C)C (configuration not stated),0.2,1.1,-4.0,0.0,-4.2,-2.2,1.4,-2.1,-6.8

# The last 3 entries of the section above open the next one.
SMILES,PAFAH1B3 FP inh,GSTO1 counter,ZTA counter,LYPLA1 inh,PAFAH2 FP inh,PAD4 inh,LYPLA2 counter,EBNA-1 inhibitor,PREPL inhibitor
CN(C)c1cccc(C(=O)NNC(=O)/C=C/c2cccs2)c1,10.4,.,22.6,-0.2,7.5,-2.3,6.4,.,18.5
Cc1cc(C)c(/C=C2\C(=O)Nc3ccccc32)[nH]1,-9.7,3.4,5.2,0.8,-12.7,-2.2,-4.3,12.9,10.0
CC12CCC(C/C1=N\OC(=O)c1c(F)cccc1F)C2(C)C (configuration not stated),0.2,1.1,-4.0,0.0,-4.2,-2.2,1.4,-2.1,-6.8
O=C(Cn1c(=O)sc2ccccc21)OC(CCl)CCl,-0.7,14.7,1.1,-3.3,-6.5,-2.7,-0.7,-12.1,-2.8
COc1ccnc(CSC(N)=Nc2ccccc2C(F)(F)F)c1,-2.9,-0.9,7.9,-2.6,-3.3,3.0,3.2,-1.5,-7.1
Cc1ccc2c(c1)N(C(=O)CCC(=O)N1CCc3ccccc3C1)CCO2,-1.0,-1.0,3.7,0.7,1.8,-5.8,0.5,-18.0,6.1
CC(=O)NC1(C(F)(F)F)C(=O)NC(C)=C1C#N (configuration not stated),20.2,-6.5,-12.7,2.5,-0.9,-1.8,1.7,-0.2,1.9
Cc1ccc(N2C(=O)N(CC(=O)Nc3ccc(C)c(C)c3)C(=O)C2C)cc1 (configuration not stated),5.2,1.6,9.0,2.3,-3.6,-1.1,2.3,-5.9,10.4
O=C(CSc1nccc(=O)[nH]1)N1N=C2/C(=C/c3ccco3)CCCC2C1c1ccco1 (configuration not stated),5.9,10.0,-11.4,0.2,8.4,-12.8,9.2,-12.3,7.6
COC(=O)c1cc(NC(=O)CN2CCN(C(C)=O)CC2)cc(C(=O)OC)c1,5.0,14.1,-19.2,-3.0,1.5,-2.6,-2.3,-5.6,-6.5
Cc1c(/C=N/n2cnnc2)c2ccccc2n1C,10.6,-4.2,-11.7,1.2,10.8,1.0,6.5,0.3,-3.4
O=C(NCc1ccc2c(c1)OCO2)C1CC(=O)N(c2ccc(F)cc2)C1 (configuration not stated),3.6,-0.1,-0.9,1.3,4.9,1.9,-3.3,-1.2,-5.5
Cc1ccc(-c2csc3ncnc(SCC(=O)Nc4nnc(C)s4)c23)cc1,-4.0,1.3,-4.7,-0.3,-11.0,2.9,2.1,38.5*,-11.9
O=C(NCCN1CCCC1)C1CC(=O)N(C2CCCCC2)C1 (configuration not stated),5.9,6.1,-18.6,-3.5,4.8,1.3,-5.6,-13.7,-10.7
COc1ccccc1C(=O)Nc1cc(C)c(OCC(=O)N2CCOCC2)c(C)c1,2.1,0.6,-7.3,0.7,-3.8,1.6,10.3,9.3,2.4
COc1ccc(CCC(=O)Nc2cnc3ccccc3c2)cc1,8.1,8.4,-2.3,-3.6,2.4,1.5,4.0,4.6,-33.5
Cc1cccc(N(Cc2cc3ccccc3[nH]c2=O)S(=O)(=O)c2ccccc2)c1,-1.1,-1.0,6.6,-6.2,-3.9,-7.5,-2.8,3.2,-7.6
CCOc1ccc(Nc2nc(N3CCCCC3)nc(N3CCCCC3)n2)cc1,1.3,-2.5,3.7,-0.7,3.8,-0.7,5.0,-2.5,-2.5
Cc1ccc(C(=O)C2CCN(S(=O)(=O)c3ccc(C(=O)O)cc3)CC2)cc1,9.0,5.0,-7.6,-0.7,-4.5,1.6,4.2,9.8,-0.1
O=C1c2ccccc2NC(c2ccccc2)N1Cc1ccco1 (configuration not stated),2.3,-1.1,-11.8,0.1,5.1,-1.3,0.4,4.5,-1.1
CC1=C/C(=N\OS(=O)(=O)c2ccccc2)C(C(C)C)=CC1=O,9.0,18.1,6.3,-2.1,-4.0,-2.2,2.4,-4.2,-13.4
